Compound activity as filed in PubChem.
S100A4 inh HTS – inhibitors of human S100A4 binding to myosin IIA peptide | S100A4/TAMRA-MyoIIA peptide fluorescence polarization | AID 652163 | P26447 | inhibition, % at 10.7 µM | 360,000 tested, 0.14% active;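 active means mean inhibition of at least 70% across replicates, with every replicate also reaching that level; inconclusive means mean inhibition reaches 70% but some replicates fall short; inactive means mean inhibition below 70%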
Target sequence (P26447 whole entry, looked up): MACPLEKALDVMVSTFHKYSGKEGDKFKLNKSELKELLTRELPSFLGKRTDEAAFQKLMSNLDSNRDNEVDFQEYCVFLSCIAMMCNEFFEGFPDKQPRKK
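assay system = human S100A4 monomer with TAMRA-labelled myosin IIA peptide | also added = labelled myosin peptide probe, 5 nM | incubation = 5 min between mix addition and reading | control set = DMSO and TFP controls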
Statin myotox sup – protects C2C12 myotubes from simvastatin toxicity | ATP luminescence, 48 h; scaled: DMSO 0, geranylgeraniol control 100 | rescue of ATP level, % at 7.49 µM | 330,000 tested, 0.78% active;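 active means mean ATP rescue above about 67%, or every replicate alone reaching that limit, limit read from the data, passing the limit was not always enough; inconclusive means no clear call, values can overlap the other calls; inactive means mean under the limit and some replicate under it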;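 further: myotubes were challenged with 10 µM simvastatin during compound exposure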
esBAF inh – blocks esBAF chromatin remodeling in mouse ES cells. Bmi1-luciferase knock-in reporter, 24 h; 100% = twice the neutral-well signal. reporter increase, % at 12.5 µM. 350,000 tested, 2% active. AID 602393; in the data active means activation above about 40%; inconclusive means no clear call, values can overlap the other calls;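 further: 0% = median of the plate's neutral control wells and 100% = double that signal; a rise in the Bmi1 reporter signal indicates esBAF inhibition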
LGR2 inh – Drosophila LGR2 receptor signaling inhibition | HEK293 LGR2, CRE-luciferase, bursicon-stimulated, 4 h | inhibition, % at 9.99 µM | 380,000 tested, 0.35% active | AID 720647;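 active means drop in luminescence signal, shown as inhibition above about 50% in the replicate tests, limit read from the data, passing the limit was not always enough; inconclusive means probably only some replicates passing the limit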;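 further: agonist challenge used bursicon conditioned medium at about half maximal strength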
FN deposition inh – fibronectin deposition inhibition; AH1F fibroblasts, Alexa488-fibronectin deposition fluorescence, overnight; inhibition, % at 12.6 µM; 350,000 tested, 0.086% active; AID 743247;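 active means mean inhibition across replicates of 30% or more, regardless of how many single replicates reach that level; inconclusive means mean under 30% yet at least half of replicates reach 30%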;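 further: positive control wells lacked labelled fibronectin entirely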
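Material: AH1F fibroblast monolayer depositing Alexa488-labelled fibronectin into matrix / Amount: 10000 AH1F cells per well / Signal: fluorescence 485/525 nm / Medium: DMEM, 2% serum / Compound: single dose, pinned / Incubation: 1 h cell adhesion before compound, then overnight fibronectin incubation / Reagent: Alexa488-FN, 24 nM final / Read-out: inhibition of fibronectin deposition signal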
Casp6 inh – inhibitors of human caspase-6; 350,000 tested, 0.53% active; inhibition, % at 12.5 µM; purified caspase-6, Z-VEID-R110 cleavage fluorescence; AID 686996;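 active means mean inhibition across replicates at least about 35%, with every replicate also reaching that limit, limit read from the data; inconclusive means only one of the two criteria met; inactive means neither criterion met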;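 further: 0% = median of neutral control wells and 100% = no fluorescence left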
Target sequence (P55212 24-179 limits assumed): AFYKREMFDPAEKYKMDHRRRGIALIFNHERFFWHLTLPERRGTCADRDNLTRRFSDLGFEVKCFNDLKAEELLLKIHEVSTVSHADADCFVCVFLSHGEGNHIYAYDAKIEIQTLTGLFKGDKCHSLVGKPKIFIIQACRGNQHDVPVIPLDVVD
Target sequence (P55212 194-293 limits assumed): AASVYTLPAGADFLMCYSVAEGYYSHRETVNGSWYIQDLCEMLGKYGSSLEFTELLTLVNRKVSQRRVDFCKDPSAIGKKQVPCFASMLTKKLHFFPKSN
SIRT5 inh – inhibitors of human sirtuin-5 desuccinylase; Q9NXA8; 330,000 tested, 1.1% active; Purified SirT5, succinyl-peptide AMC, trypsin-coupled fluorescence; inhibition, % at 15 µM; in the data active means inhibition above about 15%; inconclusive means no clear call, values can overlap the other calls
Target sequence (Q9NXA8 whole entry, looked up): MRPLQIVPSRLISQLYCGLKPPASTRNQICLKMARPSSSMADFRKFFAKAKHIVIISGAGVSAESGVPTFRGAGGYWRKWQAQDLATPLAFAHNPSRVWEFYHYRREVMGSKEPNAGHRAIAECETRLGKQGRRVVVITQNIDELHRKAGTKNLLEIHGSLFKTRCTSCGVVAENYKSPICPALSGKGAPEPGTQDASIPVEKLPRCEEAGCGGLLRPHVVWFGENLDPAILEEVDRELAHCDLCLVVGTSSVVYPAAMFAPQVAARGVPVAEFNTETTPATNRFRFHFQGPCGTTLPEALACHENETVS
An asterisk follows results filed as active; u = inconclusive; x = not tested or not shown; & = joins results of further samples. Not all compounds are listed. The share of hits here may be higher or lower than overall.

smiles	S100A4 inh HTS	Statin myotox sup	esBAF inh	LGR2 inh	FN deposition inh	Casp6 inh	SIRT5 inh
CC(C)CNS(=O)(=O)c1cc(C(=O)OCC(=O)c2ccc3c(c2)OCCO3)c(Cl)cc1Cl	0	x	x	-22	-11	-2	-4
CC1CCN(Cc2c(C(=O)N3CCc4ccccc4C3)nc3ccc(Cl)cn23)CC1	-9	x	x	17	-27	4	3
COCCN(C(=O)COC(=O)c1ccc(-c2ccccc2)cc1)c1c(N)n(Cc2ccccc2)c(=O)[nH]c1=O	0	4	0	3	0	-1	-3
O=C(NCc1ccco1)c1n[nH]c(=O)c2ccccc12	x	1	-1	-4	6	x	x
Cc1cc(C)cc(NC(=O)CCOc2ccccc2)c1	-1	5	35	1	1	-3	-2
Fc1ccc(NC(=S)Nc2ccc(Cl)cc2)cc1	-1	x	x	-18	-5	0	-1
COc1cc(S(=O)(=O)NCc2ccccc2)ccc1-n1cnnn1	11	-2	-4	3	0	-4	0
NC(c1ccccc1)c1csc(Nc2ccc(S(N)(=O)=O)cc2)n1 (stereo not given)	-3	3	0	-6	-4	4	x
CCCC(O)(CCN1CCOCC1)c1ccc(Br)cc1 (stereo not given)	x	-1	-1	x	-12	x	x
C[C@@H]1CN([C@H](C)CO)C(=O)c2cc(NC(=O)Nc3cccc4ccccc34)ccc2O[C@H]1CN(C)Cc1ccncc1	-5	-18	-3	2	x	2	4
COc1ccc(CCNC(=O)C(=O)NCC2OCCN2S(=O)(=O)c2ccc(C)cc2)cc1OC (stereo not given)	4	11	-2	19	1	-1	-1
CCOC(=O)c1ccc(NC(=O)N2CCN(C(=O)c3ccco3)CC2)cc1	-1	x	x	-10	0	4	-2
Cc1noc(C)c1NC(=O)N(C)C[C@@H]1Oc2c(NC(=O)NC3CCCCC3)cccc2C(=O)N([C@H](C)CO)C[C@@H]1C	2	0	2	27	x	1	-5
CC(=O)N1CCCCN2[C@@H](CO)[C@@H](c3ccc(-c4cccc(C)c4)cc3)[C@@H]2C1	-9	x	x	11	x	0	-3
Cc1cccc(-n2c(N)cc(=O)[nH]c2=S)c1	x	-12	10	x	-29	x	x
COC(=O)Cn1c(=NC(=O)c2sc3ccccc3c2Cl)sc2cc(S(N)(=O)=O)ccc21	8	x	x	24	-11	-7	1
CCSc1nnc(NC(=O)Cn2cnc3ccccc3c2=O)s1	17	x	x	9	6	3	3
COc1ccc(/C=N/Nc2nc(Nc3ccccc3)nc(N3CCCCC3)n2)cc1OC	x	3	-9	x	-10	x	x
S=C1NC[C@H](Cc2ccccc2)N1CC1CCN(CCCC2CCCCC2)CC1	-20	x	x	11	0	-11	2
Cc1ccc2nc3c(cc(C(=O)NCc4ccccc4)c(=N)n3CCCn3ccnc3)c(=O)n2c1	-3	-10	11	-8	8	-1	-8
C[C@H]1CN([C@@H](C)CO)C(=O)c2cc(NC(=O)Cc3cn(C)c4ccccc34)ccc2O[C@@H]1CN(C)C(=O)Nc1cccc2ccccc12	-1	-18	-4	1	x	1	-4
Cc1noc(C)c1NC(=O)Nc1ccc2c(c1)CC(=O)N([C@@H](C)CO)C[C@H](C)[C@@H](CN(C)S(=O)(=O)c1c(C)noc1C)O2	13	-20	-4	11	3	-2	3
COc1ccc(NC(=O)CSc2nnc(Cc3cccs3)n2C)cc1	-1	-12	3	13	4	3	-6
CCCC#Cc1ccc([C@H]2[C@H]3CN(C(=O)Nc4cccc(F)c4)CC(=O)N3[C@H]2CO)cc1	0	x	x	1	-8	2	4
O=C(Nc1nccs1)C(c1ccccc1)N1CCCCC1 (stereo not given)	6	16	-7	-4	3	-3	-4
N#Cc1nc(-c2ccccc2F)oc1NC1CCCCC1	2	-2	4	-28	7	-1	-5
COc1ccccc1OCc1nc(C#N)c(N2CCCC2)o1	-7	x	x	-1	x	0	x
CN(C)CCNc1nc2sc3c(c2c(=O)n1Cc1ccccc1)CCCCC3	2	3	-4	-8	0	-18	-3
CCN1CCN(S(=O)(=O)c2ccc(Cl)c(C(=O)NCCc3ccccc3)c2)CC1	-3	x	x	-19	-1	-110	0
COC(=O)Cc1c(C)[nH]n(-c2cc(Cl)cc(Cl)c2)c1=O	1	x	x	10	1	12	8
CCOC(=O)c1ccc(NC(=O)c2ccccc2N(C)S(=O)(=O)c2ccccc2)cc1	8	x	x	-4	-1	-5	x
c1ccc2c(c1)ncn2CCCOc1ccc2c(c1)CCC2	x	3	-4	x	0	x	x
Cc1cc(C)cc(NC(=O)COc2ccc(C(=S)N3CCOCC3)cc2)c1	-2	x	x	19	x	2	-6
O=C(O)/C=C/c1ccc(S(=O)(=O)Nc2ccccc2C(=O)Nc2ccc(F)cc2)cc1	4	-1	3	-7	-3	4	0
N#Cc1nc(-c2ccccc2F)oc1NCCc1ccccn1	x	2	38	7	x	x	x
C[C@@H]1CN([C@H](C)CO)C(=O)Cc2cc(NS(=O)(=O)c3cccs3)ccc2O[C@@H]1CN(C)Cc1ccc(Cl)c(Cl)c1	-9	u	3	14	x	-3	4
CCOC(=O)C1=CCN(S(=O)(=O)c2ccc(Cl)cc2)C1c1cccc(C)c1 (stereo not given)	-5	4	-4	18	8	2	x
Cc1cc(C)n2nc(C(=O)OCC(=O)NC(=O)c3ccccc3)nc2n1	4	-19	-4	8	3	3	-6
C/C=C/c1ccc2c(c1)O[C@H](CN(C)Cc1ccc(F)cc1)[C@@H](C)CN([C@H](C)CO)S2(=O)=O	6	-26	-1	13	1	-2	0
NC(=S)NN=Cc1nccc2c(C(F)(F)F)cccc12	-7	-3	-5	16	2	3	x
O=C(Nc1ccc(Cl)cc1)N[C@H]1CC[C@@H](CCn2cc(-c3ccccc3F)nn2)O[C@@H]1CO	-7	10	3	-6	1	0	-3
Cc1cc(C)cc(N(C(=O)CNC(=O)c2ccco2)C(C(=O)NC2CCCCC2)c2cccnc2)c1 (stereo not given)	-1	3	-3	3	3	-2	-4
COc1ccc(C(=O)/C=C/c2cccnc2)c(OC)c1	1	3	17	x	-2	0	6
CC(=O)NCCC(=O)N1CCCC(N2CCN(c3cccc(Cl)c3)CC2)C1 (stereo not given)	0	5	30	-2	-3	-12	-7
CCN1CCN(CC(=O)Nc2nc3ccccc3s2)CC1	4	2	2	x	-5	-3	1
COc1ccc(NC(=O)N(C)C[C@H]2Oc3ccc(NS(=O)(=O)c4ccc(Cl)cc4)cc3CC(=O)N([C@@H](C)CO)C[C@H]2C)cc1	1	54	4	-10	x	0	6
CC(=O)Nc1ccc(C(=O)NCC(=O)OCc2ccccc2F)cc1	2	13	-4	1	-11	1	4
N#C[C@@H]1[C@H](c2ccc(C#Cc3cccc(F)c3)cc2)[C@@H](CO)N1C(=O)C1CC1	0	-8	-64	54*	-3	-1	-1
CC(=O)Nc1ccc(S(=O)(=O)N2CCN(c3cc4c(cc3[N+](=O)[O-])n(C)c(=O)n4C)CC2)cc1	-1	-3	-2	-2	5	2	2
Cc1ccc(S(=O)(=O)NNc2c3ccccc3nc3ccc(Cl)cc23)cc1	-3	-11	12	38	5	3	5
COc1cc(OC)c(S(=O)(=O)NCc2ccco2)cc1S(=O)(=O)NCc1ccco1	x	2	-13	-13	x	x	x
O=C(CCc1nnc2ccc(N3CCCC3)nn12)Nc1ccc(F)c(F)c1	-2	-6	0	14	-5	-5	-1
c1csc(CNCCN2CCOCC2)c1	6	49	-3	12	0	-5	-8
CC(C)c1ccc(-c2noc(C3CCCN(C(=O)c4ccc(F)cc4F)C3)n2)cc1 (stereo not given)	x	-52	9	x	-4	x	x
C[C@@H]1CN([C@H](C)CO)C(=O)Cc2cc(NC(=O)C3CC3)ccc2O[C@@H]1CN(C)C(=O)Nc1ccc2c(c1)OCO2	-1	-9	-2	5	x	-2	-4
O=C(NCC1CCCCC1)[C@@H]1[C@@H](CO)[C@@H]2Cn3c(cccc3=O)[C@@H]2N1C(=O)CC1CC1	1	11	-4	-10	x	1	-2

Next part
smiles	S100A4 inh HTS	Statin myotox sup	esBAF inh	LGR2 inh	FN deposition inh	Casp6 inh	SIRT5 inh
CCCN1C(=O)SC(CC(=O)Nc2ccccc2)C1=O (stereo not given)	x	12	2	x	3	x	x
CC1(C(=O)NS(=O)(=O)c2ccc(Cl)cc2)CCN1C(=O)CCc1ccccc1 (stereo not given)	-7	-3	2	-1	x	1	5
Cc1ccsc1C(=O)OCC(=O)Nc1nnc(-c2ccccc2)o1	-6	2	1	1	-3	-2	-6
Oc1c(Cl)cc(Cl)cc1CNc1ccccn1	0	9	4	-1	5	1	1
COc1cc(NC(=O)c2cnc(N)o2)cc(C(=O)Nc2cccc(C(F)(F)F)c2)c1	-6&-3	-2&11	22&11	6&5	-8	3&2	5&1
COc1ccccc1N(C)S(=O)(=O)c1ccc(C(=O)OCC(=O)Nc2cc(C)on2)cc1	3	-12	5	0	11	0	-2
CC(C)NC(=O)N(C)C[C@@H]1Oc2c(NC(=O)Nc3cccc4ccccc34)cccc2C(=O)N([C@@H](C)CO)C[C@H]1C	2	-18	4	27	8	-2	7
CC1CN(Cc2ccccc2Cl)CC(C)O1 (stereo not given)	-1	-21	-3	-6	x	1	-4

Part of the list above in a different format:
Results follow in this order: S100A4 inh HTS	Statin myotox sup	esBAF inh	LGR2 inh	FN deposition inh	Casp6 inh	SIRT5 inh
Cc1ccc2nc3c(cc(C(=O)NCc4ccccc4)c(=N)n3CCCn3ccnc3)c(=O)n2c1
 : -3	-10	11	-8	8	-1	-8
COC(=O)Cc1c(C)[nH]n(-c2cc(Cl)cc(Cl)c2)c1=O
 : 1	x	x	10	1	12	8

(continued)
smiles	S100A4 inh HTS	Statin myotox sup	esBAF inh	LGR2 inh	FN deposition inh	Casp6 inh	SIRT5 inh
C[C@H]1CN([C@@H](C)CO)C(=O)c2cccc(NC(=O)C3CCOCC3)c2O[C@@H]1CN(C)Cc1ccc(C(=O)O)cc1	4	-10	0	2	x	1	-6
CN(C)S(=O)(=O)c1cccc(C(=O)N2CCN(C(=O)C3CCCO3)CC2)c1 (stereo not given)	3	2	2	-13	7	-4	2
NC(=O)CC(NC(=O)c1cccc(Br)c1)c1ccc(N2CCC(Br)CC2)c([N+](=O)[O-])c1 (stereo not given)	-1	1	-8	2	-14	-5	-2
Cn1cnnc1SCC(=O)Nc1cc(S(=O)(=O)N2CCCCC2)ccc1Cl	0	-3	-2	-2	6	1	2
Cc1ccc2c(c1)N(C(=O)CCC(=O)NCCCN1CCOCC1)CC(C)O2 (stereo not given)	19	-1	-3	6	-5	-4	-10
Cc1ccc(S(=O)(=O)N2CCN(C(=O)CC(C)(C)C)CC2)cc1	-8	-1	2	1	-16	x	-5
CC(=O)N1CCN(S(=O)(=O)c2cccc(C(=O)OCc3ccc(F)cc3)c2)CC1	-2	7	5	-8	-2	-7	x
Cc1ccc(C(=O)Nc2cccc(C(=O)N/N=C/c3ccccc3F)c2)cc1	-2	-14	-21	-74	6	2	6
CC(=O)N(C)C[C@H]1Oc2ncc(C#Cc3ccc(F)cc3)cc2C(=O)N([C@@H](C)CO)C[C@H]1C	7	38	1	4	2	5	-5
c1ccc(CCCCN2CCN=C2Nc2ccccc2)cc1	3	-16	-8	-5	5	-6	-1
Cc1ccc(C(=O)NC(Cc2c[nH]c3ccccc23)C(=O)O)cc1 (stereo not given)	x	-1	13	x	1	x	x
Cc1ccc(S(=O)(=O)Nc2ccc3c(c2)C(=O)N([C@H](C)CO)C[C@H](C)[C@H](CN(C)C(=O)c2ccncc2)OCCCC[C@H](C)O3)cc1	x	13	7	-10	-8	x	x
